# Screens: PubChem BioAssay, The Scripps Research Institute Molecular Screening Center
# TEAD-YAP block – TEAD-YAP interaction inhibition. HEK-TIYL cells, TEAD-Gal4/YAP UAS-luciferase luminescence. inhibition, % at 9.12 µM. 640,000 compounds, 1.4% hits; in the data active means inhibition above about 32%;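 further: 0% = median of test compound wells and 100% = reference inhibitor wells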
# MITF primary – inhibitors of human MITF. AlphaScreen MITF homodimerization, bead proximity signal. 650,000 compounds, 0.91% hits. O75030. inhibition, % at 2.6 µM; in the data active means inhibition above about 50%;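 further: 0% = vehicle wells with protein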
# GPR151 ag – human GPR151 activation; Q8TDV0; PathHunter beta-arrestin GPR151 cells, luminescence; activation, % at 11.2 µM; 650,000 compounds, 1% hits; in the data active means activation above about 4.9%;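 further: 0% = median of compound wells and 100% = cells with positive control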
# FBW7 activator – activators of human E3 ligase FBW7 | Q969H0 | AlphaScreen FBW7–phospho-cyclin E peptide binding, activator screen | normalized activity (activation), % at 26.1 µM | 650,000 compounds, 0.13% hits; in the data active means normalized activity above about 1.9%;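 further: purified mutant Fbw7 with reduced substrate affinity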
# Target sequence (Q969H0 whole entry, looked up): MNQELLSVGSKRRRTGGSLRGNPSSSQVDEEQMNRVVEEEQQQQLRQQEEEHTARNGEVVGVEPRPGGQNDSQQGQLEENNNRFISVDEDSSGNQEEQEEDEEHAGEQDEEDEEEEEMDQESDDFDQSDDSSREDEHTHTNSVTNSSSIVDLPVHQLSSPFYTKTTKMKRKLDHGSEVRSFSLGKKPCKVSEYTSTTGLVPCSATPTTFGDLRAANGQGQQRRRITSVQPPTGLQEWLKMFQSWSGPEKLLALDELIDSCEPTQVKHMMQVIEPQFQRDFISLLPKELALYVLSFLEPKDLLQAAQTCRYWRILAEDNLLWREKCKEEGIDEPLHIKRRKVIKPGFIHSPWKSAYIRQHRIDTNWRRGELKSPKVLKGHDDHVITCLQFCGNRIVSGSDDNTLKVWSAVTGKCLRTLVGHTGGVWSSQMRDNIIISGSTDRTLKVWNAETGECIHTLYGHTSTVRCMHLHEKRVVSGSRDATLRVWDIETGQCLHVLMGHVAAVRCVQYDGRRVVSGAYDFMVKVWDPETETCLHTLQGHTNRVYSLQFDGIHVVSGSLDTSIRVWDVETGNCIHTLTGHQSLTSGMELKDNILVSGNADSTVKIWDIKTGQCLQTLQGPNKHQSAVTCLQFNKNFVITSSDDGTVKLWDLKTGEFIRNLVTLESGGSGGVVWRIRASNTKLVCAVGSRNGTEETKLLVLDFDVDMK
# * = called active by the depositor; & = joins results of further samples.
mol	TEAD-YAP block	MITF primary	GPR151 ag	FBW7 activator
COc1ccc(C(=O)n2nnc3ccccc32)cc1	-1	9	-1.7	0.0
COc1ccccc1CNC(=O)C(=O)NC(C)c1ccccc1 (configuration not stated)	-3	17	-0.5	0.4
O=[N+]([O-])c1ccccc1Nc1nc(-c2cccs2)cs1	-47	31	-1.2	-1.0
NC(=S)N/N=C/c1ccc(-c2ccc(S(=O)(=O)Nc3ncccn3)cc2)o1	12	12	2.7	-0.5
O=C(c1ccc(F)cc1)N1CCN=C1SCc1cccnc1	-6	-2	0.7	-0.1
CCC(C)CCCNc1n[nH]c(=S)s1 (configuration not stated)	-9	10	0.9	0.0
Cc1sc2nc(C(C)C)n3c(=O)n(CCN(C)C)nc3c2c1C	-7	21	-1.0	0.0
O=C1/C(=C/c2ccc(-c3cccc(Cl)c3Cl)o2)SC(=NC2CCCCC2)N1C1CCCCC1	-2	-2	0.0	0.2
O=c1c2ccccc2ncn1Cc1cccc(F)c1	-3	5	-1.4	-0.1
CC(Oc1ccc(Cl)cc1Cl)C(=O)N1CCOCC1 (configuration not stated)	-4	21	-0.3	0.1
CC(C)CNc1oc(-c2ccc([N+](=O)[O-])cc2)nc1C#N	-16	-2	0.9	0.0
COc1ccc(CCNC(=O)C2COc3ccccc3O2)cc1OC (configuration not stated)	4	8	-0.7	0.1
CCn1c2ccccc2c2cc(N3C(=O)Cc4c3nc(N)c(C#N)c4N)ccc21	17	-2	1.6	-0.2
CC(=O)Oc1ccc2nc(-c3ccc4c(c3)C(=O)N(CCC(C)C)C4=O)oc(=O)c2c1	4	-7	-1.9	-0.2
COC(=O)[C@H]1CN(C(=O)c2cn(C)nc2C)C[C@@H]1c1ccc(F)cc1	-1	-11	-0.2	0.0

# 5 of these compounds in another layout.
# Values run as follows: TEAD-YAP block | MITF primary | GPR151 ag | FBW7 activator
CCn1c2ccccc2c2cc(N3C(=O)Cc4c3nc(N)c(C#N)c4N)ccc21
 : 17 | -2 | 1.6 | -0.2
CCC(C)CCCNc1n[nH]c(=S)s1 (configuration not stated)
 : -9 | 10 | 0.9 | 0.0
CC(=O)Oc1ccc2nc(-c3ccc4c(c3)C(=O)N(CCC(C)C)C4=O)oc(=O)c2c1
 : 4 | -7 | -1.9 | -0.2
COc1ccc(C(=O)n2nnc3ccccc32)cc1
 : -1 | 9 | -1.7 | 0.0
CC(Oc1ccc(Cl)cc1Cl)C(=O)N1CCOCC1 (configuration not stated)
 : -4 | 21 | -0.3 | 0.1

# (continued)
mol	TEAD-YAP block	MITF primary	GPR151 ag	FBW7 activator
O=c1nc(SCc2cccnc2)c2c(n1CCO)CCC2	14	8	2.1	-0.2
O=C(Cn1c(=O)oc2cc(S(=O)(=O)NCc3ccccc3)ccc21)N1CCOCC1	-4	-12	1.0	0.1
CC1CCN(CCCNC(=O)C2CC(=O)N(C3CCCCCC3)C2)CC1 (configuration not stated)	0	3	-0.4	-0.3
CCN1C(=O)S/C(=C\c2cn(-c3ccccc3)nc2C)C1=S	-8	5	0.2	0.1
O=C(NC1CCCCC1)N1CCN(c2ccc([N+](=O)[O-])cc2)CC1	17	14	0.6	0.3
N#CC1=C(N)Oc2n[nH]c(-c3ccc(Br)cc3)c2C1c1ccc(O)cc1 (configuration not stated)	-7	-4	0.5	-0.3
C=C(C)Cn1c(COc2ccccc2)n[nH]c1=S	11	6	1.3	0.0
O=C1CCSc2c1cccc2C(=O)NC1CCCCC1	-1	-1	-0.6	-0.4
CNC(=O)CN(c1ccc(Cl)cc1C)S(=O)(=O)c1ccccc1	6	-2	1.7	0.0
FC(F)(F)c1ccc(N2CCN(c3ccc(Cl)nn3)CC2)nc1	2	-3	0.2	-0.1
Cc1cccc(NC(=O)C(=O)NNC(=O)c2ccccc2C)c1	-17	-8	-0.9	-0.1
CC(C)Nc1c(N)c(=O)oc2ccccc12	2&-3	14&-10	0.0&1.1	0.6&-0.1
O=C(Nc1c2c(nn1-c1ccc([N+](=O)[O-])cc1)CS(=O)(=O)C2)c1c(F)cccc1F	-9	-4	0.5	-0.2
Cc1ccc(-c2nn3c(C)nnc3c3ccccc23)cc1S(=O)(=O)NCc1ccccc1	-8	-10	-1.0	-0.1
CC(=O)Nc1ccc(N=Cc2cccc(Cl)c2Cl)cc1	-15	-12	1.3	0.0
COC(=O)c1c(NC(=O)CN2C(=O)C3C4C=CC(C4)C3C2=O)sc(C)c1C (configuration not stated)	-8	6	1.3	-0.1
CCNCC(O)COc1ccc(C)cc1OC (configuration not stated)	9	6	1.2	0.0
CCOc1cccc2cc(C(=O)N3CCOCC3)c(=O)oc12	-8	-3	-1.3	0.0
Clc1ccc(-c2nn(-c3ccccc3)cc2C2CC(c3cccs3)=NN2c2ccccc2)cc1 (configuration not stated)	8	5	2.4	0.0
O=C(N/N=C/c1cc(Br)ccc1F)c1ccccn1	-37	0	-2.4	0.0
CCc1ccc(-c2cc3c(=O)n(CC(=O)NCc4cccc(F)c4)nc(C)n3n2)cc1	-6	-11	2.4	-0.2
Cc1ccc(C)c(OCC(=O)Nc2cccc(I)c2)c1	-5	4	2.8	-0.2
O=C(Nc1cccc(Cl)c1)N1CCN(c2ccc(-c3ccco3)nn2)CC1	6	11	-1.0	-0.3
O=C(O)c1ccc2c(=O)n(Cc3ccco3)c(=S)[nH]c2c1	-10	-9	-0.1	-0.1
CN1CCN(C(=O)Cn2ncc3ccccc32)CC1	1	8	2.3	0.2
Cc1cc(C)c(C(=O)Nn2c(C)nc3ccccc3c2=O)cc1C	16	3	0.3	-0.1
CCN1C(=O)CC(CC(=O)N2CCCC(c3ccccc3C)C2)(c2ccccc2C)C1=O (configuration not stated)	-4	-3	-1.1	0.0
COc1ccc(C(=O)N/C(=C\c2cccc([N+](=O)[O-])c2)C(=O)Nc2ccc(C)c(Cl)c2)cc1Br	-5	-9	0.3	-0.2
CN(C(=S)NCCN1CCOCC1)c1ccc(O)cc1	-1	13	-1.4	0.3
CN(C)S(=O)(=O)c1cccc(NC(=O)COc2ccccc2C#N)c1	8	-10	1.0	-0.2
Cc1c(C(=O)Nc2c(F)cc(F)cc2Br)sc2nc(C)n(C)c(=O)c12	-16	0	-1.5	-0.1
CCCCN1C(=O)CCc2cc(NS(=O)(=O)CCC)ccc21	-3	-2	-0.2	-0.1
CCOc1ccc(N(CC)C(=O)c2noc3c2COc2ccccc2-3)cc1	-2	7	-0.9	-0.1
O=C(Nc1cc(C(F)(F)F)ccc1-n1ccnc1)c1ccc(Br)cc1	-2	11	0.3	0.1
O=C(COc1cccc2ccccc12)N/N=C/c1ccccc1C(=O)O	1	9	-1.4	0.1
O=C(NCCc1ccc(O)cc1)c1ccc2nc(NCCCN3CCCC3=O)sc2c1	2	4	-0.1	-0.1
Cc1nc2nc(SCc3ccc([N+](=O)[O-])cc3)nn2c(C)c1Cc1ccc(F)cc1Cl	-5	-7	0.0	-0.1
CCN1c2ncccc2C(=O)NC12CCN(C(=O)c1ccc(C(N)=O)cc1F)CC2	0	-5	-0.5	-0.2
C/C=C/C=C/C(=O)Nc1ccc2nc(SC)sc2c1	-49	-9	1.5	-0.2
CCNc1nc(Nc2ccccc2)c2ncn(C(C)C)c2n1	13	26	-5.2	0.1
Oc1ccc(CCNc2nc(Nc3ccc(-n4ccnc4)cc3)nc3nc[nH]c23)cc1	17	12	-2.0	0.3
NC(=O)c1cc(NC(=O)c2ccc(Cl)cc2Cl)ccc1Cl	-22	1	-0.5	-0.1
Cc1nc(N2CCCC(NCC3CC3)CC2)nc2ccc(F)cc12 (configuration not stated)	-14	-4	-0.7	0.1
COC(=O)c1sccc1NC(=S)N1CCN(c2ccc([N+](=O)[O-])cc2)CC1	4	2	0.1	0.2
Cc1ccc(/C=C(/C#N)C(=O)NC(=O)Oc2ccccc2)cc1	7	9	2.8	0.0
COc1ccccc1-c1nnc(SCc2c(F)cccc2F)n1N	2	-5	-0.4	-0.1
COCCn1c(C)cc(/C=C(\C#N)C(=O)NC2CC2)c1C	31	14	-1.9	0.5
COc1ccc(Br)cc1/C=N/NC(=O)C(O)c1ccccc1 (configuration not stated)	4	7	2.0	0.0
Cc1ccc(S(=O)(=O)N2CCN(Cc3ccco3)CC2)cc1	9	4	0.8	-0.1
Nc1cc(-c2ccnc(Nc3ccc(N4CCOCC4)cc3)c2)nn1CCc1ccccc1	13	-6	-0.1	-0.7
COc1ccc(CNS(=O)(=O)c2ccc(F)c(C(=O)Nc3c(C)cccc3C)c2)cc1	-1	12	1.0	0.6
CN(C(=O)CN1C(=O)C2CC=CCC2C1=O)C(c1ccccc1)c1ccccc1 (configuration not stated)	7	6	-1.2	-0.1
Cc1[nH]n(-c2ccc(C(=O)O)cc2)c(=O)c1/C=C1\C=Nc2ccccc21	-51	-6	-0.1	-0.1
CC(=O)c1ccc(NC(=O)CN2CCC(n3nnc4cc(C)ccc43)CC2)cc1	8	2	-0.2	-0.1
CC(=O)N1c2ccccc2NC2=C(C(=O)CC(C)(C)C2)C1c1ccc([N+](=O)[O-])o1 (configuration not stated)	-6	1	-0.6	0.0
Cc1ccccc1-n1c(O)c(C=Nc2ccc(F)cc2)c(=O)[nH]c1=O	-1	1	0.9	-0.1
Cc1cc(-c2nnc(CCC(=O)N(CCc3ccccc3)Cc3ccccc3)o2)no1	-21	11	-0.1	0.2
CC(C)c1ccc(NC(=O)c2cccnc2Cl)cc1	-28	-4	0.4	-0.1
Cc1ccc(NC(=O)CSc2nnc(-c3cccs3)n2C)cc1C	0	-1	-1.0	-0.2
Nc1ncc(CCN2CCOCC2)c(-c2ccc(F)cc2)n1	2	-11	-1.1	0.1

# Reprinted from the part before: 3 compounds, then new ones.
mol	TEAD-YAP block	MITF primary	GPR151 ag	FBW7 activator
CC(C)c1ccc(NC(=O)c2cccnc2Cl)cc1	-28	-4	0.4	-0.1
Cc1ccc(NC(=O)CSc2nnc(-c3cccs3)n2C)cc1C	0	-1	-1.0	-0.2
Nc1ncc(CCN2CCOCC2)c(-c2ccc(F)cc2)n1	2	-11	-1.1	0.1
CCOc1ccccc1NC(=O)CSc1nc(O)cc(=O)[nH]1	4	6	0.8	0.1
COc1ccc(C)cc1S(=O)(=O)Nc1ccc(Nc2nc(C)cc(N3CCCC3)n2)cc1	7	2	-1.2	-0.2
O=C(O)CN1C(=O)C(=O)c2ccccc21	0	-15	1.0	0.1
CCOc1ccc(C2C(C(=O)O)c3cc(OC)c(OC)cc3C(=O)N2C)cc1 (configuration not stated)	-10	4	0.5	0.1
COc1ccc(-c2cc(C(F)(F)F)nc(S(=O)(=O)CCCC(=O)Nc3cc(C)on3)n2)cc1OC	-70	8	-0.1	0.2
CCC(=O)Nc1ccc2oc(-c3cccc(I)c3)nc2c1	-18	6	-3.2	-0.1
CCOC(=O)C(Cc1cccc([N+](=O)[O-])c1)SC#N (configuration not stated)	-9	-4	-0.7	-0.2
CC(C)(C)CN1CCN(C/C(Cl)=C/c2ccccc2)CC1CCO (configuration not stated)	-2	2	1.1	-0.1
COC(=O)CC[C@H]1CN(Cc2ccccn2)CC[C@H]1N1CCOCC1	-1	1	0.4	0.1
Cc1ccc2c(CC(=O)NCc3ccc4c(c3)OCO4)coc2c1	0	-1	4.5	-0.1
NC(=O)c1ccc(NC(=O)CSc2nc3ccccc3c(=O)n2Cc2ccccc2)cc1	6	10	-0.5	0.0
COc1ccc(OC)c(NC(=O)NNC(=O)C(c2ccccc2)c2ccccc2)c1	5	-18	-0.9	0.4
CC(C)NC(=O)C(=O)NNC(=O)c1ccc(C(C)(C)C)cc1	-6	-4	5.7*	0.1
COc1cccc(CN2C[C@@H]3C[C@@H](c4ccc(C#CCCO)cc4)N4CCC[C@@]34C2=O)c1	1	8	2.8	0.0
O=C(Nc1nc2ccc([N+](=O)[O-])cc2s1)c1ccc(Br)o1	-2	13	1.6	0.2
O=C(CSc1nnnn1-c1ccccc1)Nc1nc2ccccc2s1	1	-1	0.0	-0.1
O=C(Nc1c2c(nn1-c1cccc(Cl)c1)CS(=O)(=O)C2)c1c(F)cccc1Cl	-5	4	1.1	-0.3
CCOc1ccccc1/C=C\c1nc(O)c([N+](=O)[O-])c(=O)[nH]1	7	2	-0.6	0.1
O=C(CSc1ccc2nnc(-c3ccncc3)n2n1)Nc1cccc(Cl)c1	6	11	-1.3	1.0
CCOC(=O)c1ccc(-n2c(/C=C3/C(=O)Nc4ccccc43)nc3ccccc3c2=O)cc1	11	1	-0.4	0.0
COc1cc(/C(C)=N/N=C2\NC(=O)C(CC(=O)O)S2)cc(OC)c1OC (configuration not stated)	1	12	0.0	0.0
CC(NC(=O)C(=O)N/N=C/c1ccccc1F)c1ccccc1 (configuration not stated)	5	8	-0.3	1.1
C=CCN(CC=C)C(=O)c1ccc([N+](=O)[O-])c(C)c1	-10	1	1.3	-0.1
FC(F)(F)c1ncn(-c2ccc(Nc3nccc(-c4cncc(N5CCOCC5)c4)n3)cc2)n1	-9	-8	-0.2	0.0
CCN(CCO)C(=O)c1cnn(-c2ncc3c(n2)-c2ccccc2CC3)c1C	-3	18	-0.8	0.6
COc1ccc(C(=O)N(CCN(C)C)c2nc3c(OC)ccc(Cl)c3s2)cc1OC	2	-2	0.7	0.1
Cc1ccc(NC(=O)c2ccccc2CCc2ccccc2)c(C)c1	-7	-8	-0.5	0.0
